TDP1 block: blocks human tyrosyl-DNA phosphodiesterase 1. Potency, µM (highest dose often 130 µM), inactives show top-dose activity change, negative = inhibition, hits mostly inhibitors. Q9NUW8. recombinant TDP1, AlphaScreen DNA substrate cleavage. 350,000 compounds, 0.28% hits; also: nearly all actives have a fitted effect of over 40% in size
Target sequence (Q9NUW8 whole entry, looked up): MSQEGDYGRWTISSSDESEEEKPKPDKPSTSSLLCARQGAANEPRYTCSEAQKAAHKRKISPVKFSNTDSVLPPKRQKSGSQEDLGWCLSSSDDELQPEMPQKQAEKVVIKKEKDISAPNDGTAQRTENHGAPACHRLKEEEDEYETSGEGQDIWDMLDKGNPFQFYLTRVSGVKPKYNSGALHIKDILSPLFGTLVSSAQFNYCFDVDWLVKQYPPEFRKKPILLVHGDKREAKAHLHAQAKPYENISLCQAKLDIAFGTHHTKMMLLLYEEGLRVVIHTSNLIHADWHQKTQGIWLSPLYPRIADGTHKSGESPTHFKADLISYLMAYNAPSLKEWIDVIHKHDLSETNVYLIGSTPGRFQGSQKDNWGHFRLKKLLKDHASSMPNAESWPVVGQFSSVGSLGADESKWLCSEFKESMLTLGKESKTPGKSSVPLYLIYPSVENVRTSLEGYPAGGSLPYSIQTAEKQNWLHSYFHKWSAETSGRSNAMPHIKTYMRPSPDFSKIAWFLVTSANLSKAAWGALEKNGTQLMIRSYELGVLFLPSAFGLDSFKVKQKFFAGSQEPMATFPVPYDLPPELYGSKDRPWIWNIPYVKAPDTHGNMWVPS
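Here, a 5' biotin and 3' phosphotyrosine-FITC DNA oligonucleotide reports Tdp1 activity: intact substrate bridges AlphaScreen beads, while cleavage leaves a 3' phosphate and drops signal. All incubations at room temperature.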
DT40 TDP1 CPT: growth inhibition of DT40 Tdp1-/-;hTDP1 cells with camptothecin (screen for TDP1 inhibitors). chicken DT40 Tdp1-/-;hTDP1 cells + 20 nM CPT, ATP luminescence, 48 h. Potency, µM (top dose mostly 46.2 µM), without a hit: at the top dose activity change, negative = growth inhibition, actives largely listed as inhibitors. 420,000 compounds, 12% hits. AID 686979; also: nearly all actives have a fitted effect of over 55% in size
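Cell growth measured by CellTiter-Glo luminescence after a minimum 48 h, 37 C compound exposure with 20 nM CPT in Tdp1-knockout DT40 cells stably expressing hTDP1, seeded 400/well; qHTS titration format.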
TDP1 cell noCPT: qHTS for Inhibitors of human tyrosyl-DNA phosphodiesterase 1 (TDP1): qHTS in cells in absence of CPT; 420,000 compounds, 15% hits; Potency, µM (titrated, usually from 46.2 µM), without a hit: at the highest dose activity change, negative = growth inhibition, actives largely listed as inhibitors; DT40 Tdp1-/- hTDP1 cells, no CPT, ATP luminescence, 48 h; AID 686978, 2013; also: nearly all actives have a fitted effect of over 55% in size
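Compound effects on proliferation are scored in DT40 Tdp1-/-;hTDP1 cells in the absence of CPT. ATP levels (CellTiter-Glo luminescence) are recorded after a ≥48 hr, 37 °C incubation.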
* marks the source's active call; other numbers are inactive results; ? = inconclusive; / = not tested or not shown; & = joins results of further samples; [ ] = another dose, or the depositor's remark. Calls follow the shape of the dose curve; as a rule, active = well fitted curve in the direction sought with a large enough effect; inconclusive = small, poorly fitted or top-dose-only effect, or another doubt; inactive = no such curve, though single readings can be large; an effect the other way counts as inactive or inconclusive. % is scaled to controls: 0 for no effect and ±100 for the full control effect; potency is read from the fitted curve at half-maximal effect. Rows were taken by chance, and some 18% of all compounds hit somewhere here.

SMILES	TDP1 block	DT40 TDP1 CPT	TDP1 cell noCPT
Cc1c2cnn(CC(=O)O)c(=O)c2c(C)n1Cc1ccccc1	4%	9%	10%
COC(=O)[C@@]12CCCCN1[C@H](c1ccc(-c3ccc(OC)cc3)cc1)[C@H]1C(=O)N(C)C(=O)[C@H]12	0%	12µM*	9.2µM*
COc1ccc(N(CC(=O)Nc2ccc(Cl)cc2)S(=O)(=O)c2c(C)n[nH]c2C)cc1	1%	?	2%
O=C(Oc1ccccc1)c1ccccc1C(=O)Oc1ccccc1	/	-10%	-21%
Cc1nc2c(C(=O)O)cnn2c(C)c1Cc1ccccc1	8%	-9%	-9%
CC/C(=N\NC(=O)C(N)=O)c1ccccc1O	3%	?	?
Cc1c(/N=C/c2ccco2)n(Cc2ccccc2)c2ccccc12	12%	-14%	-19%
Cc1ccc(-c2cc(C(=O)N3CCOCC3)c3ccccc3n2)cc1	-3%	3%	-11%
Cc1ccc(N2C(=O)N(c3ccc(C)cc3)C3CS(=O)(=O)CC32)cc1 (stereo not given)	5%	-12%	-12%
CCOC(=O)c1c(NC(=O)CSc2ncnc3ccccc23)sc(C(C)=O)c1C	3%	8.2µM*	9.2µM*
Cc1ncc(CO)c(CO)c1OCC(O)CN1CCN(c2ccc(F)cc2)CC1 (stereo not given)	/	?	?
COC(=O)c1cc2sc(C)cc2n1Cc1cccc(OC)c1	-3%	?	23µM*
COc1ccc(C(=O)N2CCC[C@@]3(CCN(C)C3)C2)cc1	/	-7%	-18%
Cc1[nH]c(=O)[nH]c(=O)c1S(=O)(=O)N1CCCC(C(=O)NCCC2=CCCCC2)C1 (stereo not given)	0%	-4%	-1%
Cc1cccc(NC(=O)CN2CCN(C(=O)c3cncn3-c3ccc(F)cc3)CC2)c1C	3%	5%	6%

Single records, from the list above:
Results for Cc1[nH]c(=O)[nH]c(=O)c1S(=O)(=O)N1CCCC(C(=O)NCCC2=CCCCC2)C1 (stereo not given) → TDP1 block: 0%; DT40 TDP1 CPT: -4%; TDP1 cell noCPT: -1%
Results for O=C(Oc1ccccc1)c1ccccc1C(=O)Oc1ccccc1 → TDP1 block: /; DT40 TDP1 CPT: -10%; TDP1 cell noCPT: -21%

Additional structures follow.
SMILES	TDP1 block	DT40 TDP1 CPT	TDP1 cell noCPT
O=C(NC1CCCC1)c1ccc(CSc2nc3cccnc3n2Cc2cccc(F)c2)cc1	1%	?	15µM*
O=C(NCc1nnc(SCc2ccc(F)cc2)n1-c1ccccc1)C12CC3CC(CC(C3)C1)C2	3%	16µM*	5.8µM*
CCc1ccccc1N(C(=O)c1snc(C(N)=O)c1N)C(C(=O)NCC1CCCO1)c1ccc(N(C)C)cc1 (stereo not given)	8%	?	?
Cc1ccc(S(=O)(=O)N2C[C@H]3C(=O)C[C@@H]4C(=O)N(c5ccccc5)C(=O)[C@@H]4[C@@H]3C[C@H]2c2cccc(Cl)c2)cc1	/	-15%	-28%
COc1ccc(Cl)cc1NC(=O)CCN1C(=O)c2ccccc2Sc2ncccc21	5%	?	?
COc1cc(OC)c(NC(=O)Cn2cnc3sc(C)c(S(=O)(=O)N4CCC(C)CC4)c3c2=O)cc1Cl	3%	?	?
Cc1ccc(C)c(NC(=O)CSc2nnc(CCCCCNC(=O)OC(C)(C)C)o2)c1	0%	?	?
CCCC(=O)NCCCc1nc2ccccc2n1C(C)C	3%	?	15µM*
Cc1ccc(CN2C(=O)CCC2C(=O)N2CCN(c3ccc(F)cc3)CC2)cc1 (stereo not given)	3%	-19%	-12%
COc1ccc(NC(=O)Cn2nnc(C(=O)Nc3ccc(F)c(Cl)c3)c2N)cc1OC	0%&-3%	-1%&6%	1%&-3%
Cc1c(C(=O)OCC(=O)NCc2ccco2)cccc1[N+](=O)[O-]	-15%	-2%	-2%
Cc1cc(/C=C2/NC(=O)NC2=O)c(C)n1C	-8%	?	?
Cn1ccc(/C=N/N=C2/NC(=O)CS2)n1	/	-1%	5%
Cc1ccc(CN2CCN(C3CCNCC3)C(=O)C2=O)cc1	4%	-13%	0%
CCN(c1ccccc1)S(=O)(=O)c1cc(C(=O)Nc2ccc(Br)cc2)ccc1F	0%&0%	21µM*	21µM*
O=C(c1ccco1)N1CCN(C(=O)c2ccccc2[N+](=O)[O-])CC1	3%	-3%	6%
C=CCNC(=O)/C(C#N)=C\c1cc(Cl)c(O)c(OCC)c1	3%	-1%	-2%
COc1ccc(Cl)cc1NC(=O)CN1C(=O)CSC1=O	0%	1%	13%
CCOc1ccc(/C=N/NC(=O)c2ccccc2C)cc1CN1CC2CC(C1)c1cccc(=O)n1C2 (stereo not given)	4%	?	23µM*
Cc1ccc(S(=O)(=O)N(C)C)cc1NC(=S)NC12CC3CC(CC(C3)C1)C2	8%	?	?
O=C(NCc1ccccc1)C(c1ccccc1)N(Cc1ccc2c(c1)OCO2)C(=O)Cc1cccs1 (stereo not given)	5%	?	23µM*
C[C@H](NC(=O)Nc1cccc(C(F)(F)F)c1)C(=O)O	-3%	7%	-10%
OC(COC(c1ccccc1)c1ccccc1)CN1CCN(c2cccc(Cl)c2)CC1 (stereo not given)	-5%	21µM*	?
CCN(CC)CCOC[C@H]1O[C@@H](O)[C@H](OCCN(CC)CC)[C@@H](O)[C@@H]1O	/	-2%	-3%
CC(C)CC(=O)Nc1ccccc1OCc1cc(=O)n2ccccc2n1	3%	?	-19%
COc1ccccc1CCc1nnc(CCC(=O)NCCC2CCCCO2)o1 (stereo not given)	/	-25%	-28%
CCOC(=O)N1CCN(C(=O)CSc2nnc(COc3ccccc3)o2)CC1	-3%	-26%	-10%
COc1ccc(C(CC(=O)N2CCOCC2)c2c(OC)cc(OC)c3c(-c4ccccc4)cc(=O)oc23)cc1 (stereo not given)	-4%	?	?
O=C(CCNC(=O)OCc1ccccc1)NC1CCCCC1	3%	?	2%
CC(=O)N(C)c1ccc(N=NC2C(=O)N(C(N)=S)N=C2C)cc1 (stereo not given)	/	-18%	-5%
Cc1ccc2c(Cl)c(C)c(N3CCCCC3)nc2n1	0%	?	?
O=C1NC(c2ccccc2O)Nc2ccccc21 (stereo not given)	/	-19%	-17%
C/C(=N\NC(=O)c1ccc2c(c1)OCCO2)c1ccccc1	6%	19%	1%
Cc1ccccc1OC(=O)CCC(=O)OCCCC(F)(F)C(F)(F)F	-6%	3%	0%
Cc1ccc(C(C)NC(=S)NC2CCCCC2)c(C)c1 (stereo not given)	2%	?	?
Cc1ccc(-n2nc3c(=O)n(C(C)C(=O)NCc4ccc5c(c4)OCO5)nc(C)c3c2C)cc1 (stereo not given)	-9%	18µM*	?
C[C@H](CO)N1C[C@H](C)[C@@H](CN(C)C(=O)Nc2ccc3c(c2)OCCO3)OCc2cnnn2CCCC1=O	/	7%	6%
CS(=O)(=O)N1N=C(c2cccs2)CC1c1ccc(F)cc1 (stereo not given)	/	-21%	1%
COc1ccc(C(=O)c2cn(Cc3ccccc3F)c3cc4c(cc3c2=O)OCO4)cc1	2%	?	?
CCOC(=O)CN=C1CC(C)(C)CC2=C1Sc1ncnc(N(C)C)c1N2	6%	13µM*	23µM*
O=C(NC1CCCCC1)c1cc(S(=O)(=O)N2CCCCC2)ccc1N1CCOCC1	1%	-17%	-24%
COc1ccccc1C(=O)NNC(=O)CCC(=O)NCc1ccccc1	1%	-2%	4%
OCc1cc(-c2ccccn2)no1	1%	-12%	-2%
O=C(Nc1cc(Cl)cc(Cl)c1)C(NCC1CCCO1)c1ccccc1 (stereo not given)	0%	?	?
Cc1cccc(CNC(=O)c2oc3c(c2C)-c2nn(Cc4ccccc4Cl)cc2CC3)c1	3%	?	21µM*

Structures shown so far with a COOH group (3):
SMILES	TDP1 block	DT40 TDP1 CPT	TDP1 cell noCPT
Cc1c2cnn(CC(=O)O)c(=O)c2c(C)n1Cc1ccccc1	4%	9%	10%
Cc1nc2c(C(=O)O)cnn2c(C)c1Cc1ccccc1	8%	-9%	-9%
C[C@H](NC(=O)Nc1cccc(C(F)(F)F)c1)C(=O)O	-3%	7%	-10%

Additional records:
SMILES	TDP1 block	DT40 TDP1 CPT	TDP1 cell noCPT
Cn1c(=O)c(-c2ccc(F)cc2)nc2cnc(N3CCOCC3)nc21	/	0%	4%
Cc1ccc(-n2c(=O)c3c(C)c(C(=O)N(C)C)sc3n(CC(=O)N(C)c3ccccc3)c2=O)cc1C	3%	-27%	-26%
CCC(C)[C@H](NC(=O)N1CCC(Cc2ccccc2)CC1)C(=O)O (stereo not given in full)	/	-3%	3%
CCC(=O)Nc1ccc(C(=O)CSc2nnc(-c3ccc(O)cc3)n2CC2CCCO2)cc1 (stereo not given)	-4%	-8%	-7%
CCC(C)NCC(=O)Nc1ccc(S(N)(=O)=O)cc1 (stereo not given)	0%	?	-33%
Cc1nn(C)c(C)c1/C=N/NC(=O)CCn1nc(C)c([N+](=O)[O-])c1C	-3%	-8%	?
COc1ccccc1N(CC(=O)NCCSc1ccccc1)S(=O)(=O)c1ccccc1	/	?	18µM*
O=C(CSc1nnc(NC(=O)c2ccccc2C(=O)O)s1)Nc1ccccc1Cl	0%	1%	-9%
COc1ccc2nc(NC(=O)c3ccc(Br)s3)sc2c1	4%	?	?
FC(F)Oc1cccc(NC(=S)N2CCN(c3ccccn3)CC2)c1	6%	-14%	7%
Nc1c(C(=O)Nc2ccccc2)sc2nc3c(c(-c4ccco4)c12)CCCC3	-9%	?	?
CCc1nnc(NC(=O)CSc2nnc(CNc3ccc(C)cc3)n2C)s1	0%	-23%	14%
CC[C@@H](C)[C@@H]1CN([C@@H](C)CN2CCC[C@H]2CN2C(N)=NC[C@H]2CC(C)C)C(=N)N1CCCC1CCCC1	-6%	?	23µM*
CS(=O)(=O)Nc1ccc2c3c(cccc13)CC2	0%	-2%	-15%
Cc1nnc(NC(=O)CSc2nnc3c(n2)[nH]c2ccccc23)s1	1%[2.28 µM]	-6%	-22%

Structural class, the compounds so far with a CF3 group
SMILES	TDP1 block	DT40 TDP1 CPT	TDP1 cell noCPT
C[C@H](NC(=O)Nc1cccc(C(F)(F)F)c1)C(=O)O	-3%	7%	-10%
Cc1ccccc1OC(=O)CCC(=O)OCCCC(F)(F)C(F)(F)F	-6%	3%	0%

(listing goes on)
SMILES	TDP1 block	DT40 TDP1 CPT	TDP1 cell noCPT
CCCCNC(=O)C1(C)CCN1C(=O)c1ccc(C(F)(F)F)nc1C (stereo not given)	/	-13%	2%
Cc1cc(Cl)nc2ccc(Cc3ccc4nc(Cl)cc(C)c4c3)cc12	/	?	?
COc1cc(OC)c(NC(=O)CCc2c(C)nc3cc(-c4ccccc4OC)nn3c2C)cc1Cl	3%	?	?
COc1cccc(CNC(=O)C2CCC(CNS(=O)(=O)c3cccc4nsnc34)CC2)c1 (stereo not given)	1%	?	-29%
CC(C)N1C(=O)CCC1C(=O)N1CCC(Cc2ccccc2)CC1 (stereo not given)	3%	-12%	-22%
O=C(Cc1ccc(F)cc1)Nc1c2c(nn1-c1cccc(Cl)c1)CS(=O)C2 (stereo not given)	0%	-11%	-20%
CCOc1ccc(CCNC(=O)COc2cccc(-n3cnnn3)c2)cc1OCC	1%	?	?
CCCCNC(=S)NNC(=O)C1=NN(c2cc(C)ccc2C)C(=O)CC1	14%	-20%	-21%
Cn1[nH]c2c(c1=O)[C@H](c1ccc(F)cc1)O[C@H](CCc1ccccc1)C2	/	-20%	?
CCCCN(C)C(=O)c1cc2cc([N+](=O)[O-])cc(OC)c2oc1=O	3%	15%	11%
O=C(NCCCC(=O)N1CCCCC1)c1ccc(Cl)cc1	1%	1%	-1%
Cc1cc(C(=O)Nc2cccc(-c3nc(CNC(=O)c4ccc[n+]([O-])c4)c(C)o3)c2)c(C)o1	/	-8%[9.04 µM]	?
CCOC(=O)c1ccc(N=C2SC(C(=O)NCCc3ccccc3)CC(=O)N2C)cc1 (stereo not given)	3%	?	?
Nc1nc2ccc(C(=O)Nc3ccc(N4CCOCC4)cc3)cc2s1	3%	-21%	?
C=CCn1c(SCC(=O)NC)nnc1C12CC3CC(CC(C3)C1)C2	7%	-4%	-17%
Cc1cc(=O)[nH]c(Nc2c(C)n(C)n(-c3ccccc3)c2=O)n1	0%	-8%	-1%
CC(=O)N/C(=C\c1ccccc1)C(=O)OCC(=O)c1c(N)n(C)c(=O)n(C)c1=O	1%	16%	6%
CC(C)(C)c1ccc(CSc2nnc(-c3ccccn3)n2Cc2ccco2)cc1	10%	?	?
Cc1cccc(NC(=O)CNC(=O)C23CC4CC(CC(Cl)(C4)C2)C3)n1	/	-1%	-22%
